# Assay outcomes (PubChem BioAssay)
# N370S GC: inhibits or activates N370S mutant glucocerebrosidase; N370S GC spleen homogenate, 4MU-glucoside fluorescence; Potency, µM (series often up to 59.4 µM), for the others: top-dose activity change, negative = inhibition, hits mostly inhibitors; hit rate 0.092% among 330,000;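 note: 0% = full enzyme activity and -100% = no enzyme basal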
# FEN1 inhibitor: inhibitors of human flap endonuclease 1 | hit rate 0.35% among 390,000 | Potency, µM (titrated, usually from 114 µM), for inactives: top-dose activity change, negative = inhibition, actives largely listed as inhibitors | P39748 | Recombinant FEN1 flap cleavage, fluorescence, 15 min; note: nearly all actives have a fitted effect of over 65% in size
#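 Potency values derive from four-parameter Hill fits of normalized qHTS data. The reaction used 10 nM FEN1 preincubated 15 min at room temperature with compound, then 50 nM DNA substrate, read at 0 and 15 min.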
# GCN5L2 inh: GCN5L2 (KAT2A) acetyltransferase inhibition; hit rate 0.21% among 390,000; GCN5L2 HAT assay, ThioGlo1 CoA-SH fluorescence; Q92830; Potency, µM (top dose mostly 58.9 µM), inactives show top-dose activity change, negative = inhibition, hits mostly inhibitors; AID 504327
# Target sequence (Q92830 whole entry, looked up): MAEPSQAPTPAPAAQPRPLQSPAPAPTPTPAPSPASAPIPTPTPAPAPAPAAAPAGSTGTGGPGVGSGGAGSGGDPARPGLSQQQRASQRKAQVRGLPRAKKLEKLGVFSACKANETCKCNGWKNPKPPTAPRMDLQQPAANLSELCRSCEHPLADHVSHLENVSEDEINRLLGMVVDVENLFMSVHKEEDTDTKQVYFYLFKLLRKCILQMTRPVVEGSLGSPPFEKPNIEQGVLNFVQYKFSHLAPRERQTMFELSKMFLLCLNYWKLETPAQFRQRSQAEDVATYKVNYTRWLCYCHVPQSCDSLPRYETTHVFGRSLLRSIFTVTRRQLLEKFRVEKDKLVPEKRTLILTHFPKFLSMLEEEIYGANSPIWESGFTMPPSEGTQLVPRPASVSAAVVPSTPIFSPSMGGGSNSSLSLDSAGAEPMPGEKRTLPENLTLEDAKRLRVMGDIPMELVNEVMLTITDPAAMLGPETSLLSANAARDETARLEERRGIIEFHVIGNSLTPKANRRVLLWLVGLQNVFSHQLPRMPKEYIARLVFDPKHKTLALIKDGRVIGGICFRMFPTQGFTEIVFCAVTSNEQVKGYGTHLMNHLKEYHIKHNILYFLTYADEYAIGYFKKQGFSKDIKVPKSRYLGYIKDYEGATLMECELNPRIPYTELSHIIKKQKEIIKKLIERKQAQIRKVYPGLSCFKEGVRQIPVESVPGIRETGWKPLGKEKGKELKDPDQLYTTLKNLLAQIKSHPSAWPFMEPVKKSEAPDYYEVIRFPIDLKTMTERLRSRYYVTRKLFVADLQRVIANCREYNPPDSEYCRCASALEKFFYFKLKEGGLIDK
#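 GCN5L2 (20 nM) in 50mM HEPES pH 7.5, 0.1mM EDTA, 0.01% Tween-20 preincubated 15 min with compounds at room temperature. Reaction started with H3(1-25) 75uM, acetyl-CoA 70uM, ThioGlo1 50uM; CoA-thiol fluorescence (Ex340/Em540) read at 0 and 20 min.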
# Active calls of the source: *; ? = inconclusive; . = no result given; [ ] = dose if it differs, or a comment. Calls come from the whole dose curve; as a rule, active = well fitted curve in the direction sought with a large enough effect; inconclusive = small, poorly fitted or top-dose-only effect, or another doubt; inactive = no such curve, though single readings can be large; an effect the other way counts as inactive or inconclusive. Unless noted, % is set by controls: 0 for no effect and ±100 for the full control effect; potency is the fitted concentration of half-maximal effect. This is a subset (hit frequency here may not be typical).
SMILES,N370S GC,FEN1 inhibitor,GCN5L2 inh
Cc1noc(C)c1NC(=O)N(C)C[C@H]1Oc2ccc(NS(=O)(=O)c3ccc(F)cc3)cc2C(=O)N([C@H](C)CO)C[C@@H]1C,.,21%,-4%
C/C=C/c1ccc(OCCCCOc2ccc(OC)cc2)c(OC)c1,3%,-22%,-7%
S=C(NCc1cccs1)Nc1cccc(Cl)c1Cl,30%,-3%,-12%
COc1ccc(CNC(=O)CN2C(=O)CCn3nc(-c4cn(C)c5ccccc45)cc32)cc1,.,-21%,2%
CC1CCCC(C)N1S(=O)(=O)c1ccc(NC(=O)CCN2C(=O)C3CC=CCC3C2=O)cc1 (stereo not drawn),-7%,-2%,-2%
CCOC(=O)[C@H](CCc1ccccc1)N[C@@H](C)C(=O)N1C(C(=O)O)C[C@@H]2CCC[C@@H]21 (stereo partly drawn),-12%,4%,-25%
O=C(CSc1ncnc2c1sc1ccccc12)Nc1ccc(Br)cc1,-1%,8%,-1%
CCOC(=O)C1CCCN(C(=O)CCS(=O)(=O)c2cc3c(cc2Cl)NC(=O)CO3)C1 (stereo not drawn),.,17%,-10%
Cc1cccc(-c2nc(SCC(=O)Nc3ccc4c(c3)OCCO4)c(-c3ccccc3)[nH]2)c1,.,3%,-11%
Cc1ccsc1C(=O)NNC(=O)COc1ccc(Br)cc1,.,2%,-6%
Cc1ccc(Nc2nc(N)nc(COC(=O)c3ccc(Br)o3)n2)cc1,-7%,-3%,-3%
O=C(CCC(=O)N1CCOc2ccccc21)Nc1ccccc1Br,-1%,-5%,-4%
CCOC(=O)C1CCCN(C(=S)Nc2cccc(Cl)c2)C1 (stereo not drawn),-5%,-10%,2%
CCOc1cc(C2Nc3ccccc3NC3=C2C(=O)CC(C)(C)C3)ccc1O (stereo not drawn),-12%,-23%,-9%
Cc1cc(C)c2c(c1)c(C)cc1nnc(SCC(=O)c3ccc(F)cc3)n12,.,1%,-6%
O=C(COC(=O)c1cc(Br)ccc1Cl)NC1CCCC1,-6%,15%,-7%
CCC(C)[C@H](NC(=O)NCc1ccco1)C(=O)O (stereo partly drawn),-28%[2.35 µM],-14%,0%
O=c1c(CCc2ccccc2)nc2cnc(N3CCOCC3)nc2n1Cc1cccs1,-16%,.,-4%
Cc1ccc(NC(=O)CN2C(=O)NC(C)(C3CC3)C2=O)c(C)c1 (stereo not drawn),.,34%[activator],4%
C=COCCNC(=S)N1CCOCCOCCN(C(=S)NCCOC=C)CCOCCOCC1,-11%,14%,1%
Cc1ccc(NC(=O)c2nccnc2C(=O)O)cc1C,-4%,-4%,-5%
O=C(Cc1nc2ccccc2[nH]1)c1cccc([N+](=O)[O-])c1,-25%,1%,-4%
Cc1cc(C)n2c(SCC#N)nnc2n1,-8%,1%,0%
Cn1c(-c2cccc([N+](=O)[O-])c2)cnc1NCc1ccc(C#N)cc1,-6%,-19%,-7%
CCOC(=O)c1[nH]c2ccccc2c1NC(=O)C(C)(C)C,-3%,19%,-7%

# Carrying on.
SMILES,N370S GC,FEN1 inhibitor,GCN5L2 inh
CC(C)N(C(=O)Cn1cc(SCC(N)=O)c2ccccc21)C(C)C,-2%,-6%,-6%
Cc1cc2oc(=O)cc(CN3CCN(Cc4ccccc4)CC3)c2cc1O,-8%,-13%,-23%
COc1cccc(N2CC(C(=O)Nc3nnc(SCC(=O)N4CCOCC4)s3)CC2=O)c1 (stereo not drawn),0%,3%,-4%
O=C(CSc1ccc(S(=O)(=O)N2CCOCC2)cn1)Nc1ccc(OC(F)F)cc1,.,0%,-1%
CC(=O)OCC(OC(C)=O)C(OC(C)=O)C(OC(C)=O)C(=O)Nc1ccccc1 (stereo not drawn),-4%,-2%,-4%
CNc1ncnc(Sc2ccc(Cl)cc2)c1[N+](=O)[O-],-2%,0%,-3%
NC(=O)[C@@H]1CCCN1C(=O)[C@@H](Cc1cnc[nH]1)NC(=O)[C@@H]1CCC(=O)N1,.,0%,0%
Cc1cccc(N(Cc2ccccc2)C(=O)c2ccc(S(C)(=O)=O)cc2)c1,-1%,-7%,-4%
CCCn1nc(C(=O)NNC(=O)c2cc(S(=O)(=O)NC)ccc2Br)c2ccccc2c1=O,-14%,2%,-10%
CCc1ccccc1NC(=O)CC(c1ccc(F)cc1)N1Cc2ccccc2C1=O (stereo not drawn),.,-1%,-6%
CC1(C)CC(=O)/C(=C(\O)c2ccccc2)C(=NCCO)C1,6%,-2%,-14%
O=C(NCc1ccc(F)cc1)C1CCCN1C(=O)Nc1ccc(F)cc1 (stereo not drawn),0%,21%,1%
COCCNC(=O)c1cc(Sc2ccc(F)cc2F)nc2ccccc12,.,-12%,-5%
CCCn1c(CCc2ccccc2)nnc1SCC(=O)N1CCOCC1,5%,-2%,-16%
CN(Cc1ccc(F)cc1)C(=O)c1sccc1-c1ccccc1,1%,11%,-14%
CCC[C@H]1C[C@H](C(=O)N[C@@H]([C@H]2O[C@@H](SC)[C@@H](O)[C@@H](O)[C@@H]2O)[C@H](C)Cl)N(C)C1,-4%[21.6 µM],.,5%[21.4 µM]
O=C(c1ccccc1F)N1CCN(c2ccccn2)CC1,-5%,18%,1%
Cc1ccc(S(=O)(=O)c2c(C)cc(C)nc2Cl)c(C)c1,4%,6%,-2%
CCC(=O)c1ccc(OCC(O)CN2CCOCC2)cc1 (stereo not drawn),4%,-4%,2%
COC(=O)[C@]1(Cc2ccccc2)N[C@H](CN(C)C(=O)Nc2ccc(OC)cc2)[C@@H]2C(=O)N(C)C(=O)[C@@H]21,.,12%,-2%
O=C(Nc1cccnc1Cl)c1cc(-c2ccc(O)cc2)on1,-9%,-14%,0%
NC(=NCCc1ccccc1)NS(=O)(=O)c1ccccc1,6%,-1%,2%
CN(C)CCCN(C(=O)c1ccc(C(=O)c2ccccc2)cc1)c1nc2cc3c(cc2s1)OCCO3,?,-1%,-4%
COC(=O)c1ccc(NS(=O)(=O)c2cc3c4c(c2)CCN4C(=O)CC3)cc1,-1%,-3%,-16%
O=C(COC(=O)C1CC1)Nc1ccc2c(c1)OCO2,11%,8%,-3%

# In a second layout: 12 of the compounds above
structure	N370S GC	FEN1 inhibitor	GCN5L2 inh
CCCn1c(CCc2ccccc2)nnc1SCC(=O)N1CCOCC1	5%	-2%	-16%
CN(Cc1ccc(F)cc1)C(=O)c1sccc1-c1ccccc1	1%	11%	-14%
CCC[C@H]1C[C@H](C(=O)N[C@@H]([C@H]2O[C@@H](SC)[C@@H](O)[C@@H](O)[C@@H]2O)[C@H](C)Cl)N(C)C1	-4%[21.6 µM]	.	5%[21.4 µM]
O=C(c1ccccc1F)N1CCN(c2ccccn2)CC1	-5%	18%	1%
Cc1ccc(S(=O)(=O)c2c(C)cc(C)nc2Cl)c(C)c1	4%	6%	-2%
CCC(=O)c1ccc(OCC(O)CN2CCOCC2)cc1 (stereo not drawn)	4%	-4%	2%
COC(=O)[C@]1(Cc2ccccc2)N[C@H](CN(C)C(=O)Nc2ccc(OC)cc2)[C@@H]2C(=O)N(C)C(=O)[C@@H]21	.	12%	-2%
O=C(Nc1cccnc1Cl)c1cc(-c2ccc(O)cc2)on1	-9%	-14%	0%
NC(=NCCc1ccccc1)NS(=O)(=O)c1ccccc1	6%	-1%	2%
CN(C)CCCN(C(=O)c1ccc(C(=O)c2ccccc2)cc1)c1nc2cc3c(cc2s1)OCCO3	?	-1%	-4%
COC(=O)c1ccc(NS(=O)(=O)c2cc3c4c(c2)CCN4C(=O)CC3)cc1	-1%	-3%	-16%
O=C(COC(=O)C1CC1)Nc1ccc2c(c1)OCO2	11%	8%	-3%

# Carrying on:
SMILES,N370S GC,FEN1 inhibitor,GCN5L2 inh
CCOC(=O)C1(Cc2cccc(Cl)c2)CCCN(C(=O)c2cccc(C)n2)C1 (stereo not drawn),-6%,-14%,-2%
Cc1ccc(NC(=O)C2CCCN(c3ncnc4onc(-c5ccc(F)cc5)c34)C2)c(Cl)c1 (stereo not drawn),.,-12%,32%[activator]
O=C(OCC(=O)c1ccc(Cl)s1)c1ccc(CO)cc1,1%,4%,-14%
COc1ccccc1NC(=O)C(C)OC(=O)Cc1n[nH]c(=O)c2ccccc12 (stereo not drawn),0%,2%,-4%
CCn1c(CNC(=O)c2cccc(C)c2)nnc1SCC(=O)NC1CCCC1,-5%,1%,-6%
CCc1ccc2c(c1)c1nnc(NN)nc1n2C,1%,-12%,-3%
COc1ccc(C)cc1NS(=O)(=O)c1ccc2c(c1)[C@H]1C=CC[C@H]1[C@@H](c1cccc(Cl)c1)N2,.,1%,-18%
COc1cccc(-c2cc(C(=O)N3CCN(C(=O)c4ccco4)CC3)[nH]n2)c1,-15%,-12%,-3%
CC(=O)c1ccc(NC(=O)c2noc(C)c2[N+](=O)[O-])cc1,-5%,-34%,-21%
COc1ccc(OCc2nnc(SCC(=O)N3CCOCC3)o2)cc1,2%,3%,-1%
CC1Cc2ccccc2N1C(=O)CSc1nc2ccc(NC(=O)COc3ccccc3)cc2s1 (stereo not drawn),.,9%,-13%
O=C(c1ccccc1F)N1CCN(c2ccccc2)CC1,-4%,-2%,-7%
COc1ccc(N2CC(NC(=O)c3ccc(S(=O)(=O)N4CCCCC4)cc3)CC2=O)cc1OC (stereo not drawn),.,16%,-3%
Cc1ccc(NC(=O)c2ccc(Cl)c(S(=O)(=O)NCc3ccco3)c2)c(O)c1,.,9%,1%
CCN(CC(=O)Nc1ccccc1C(F)(F)F)C(=O)CN1C(=O)NC2(CCCCC2)C1=O,-3%,3%,1%
CCOc1ccc(S(=O)(=O)NCCC(=O)N(CC)CC(=O)Nc2c(F)cccc2F)cc1,1%,2%,1%
Cc1c(C(=O)N2CCOCC2)c(S(=O)(=O)Nc2cccc(Br)c2)c(C)n1C,-4%,4%,-9%
CC(C)C(=O)O/N=C1\CCS(=O)(=O)c2sccc21,-4%,-1%,1%
CC1(C)CC(=O)C2=C(C1)Nc1cc(C(=O)c3ccccc3)ccc1NC2c1ccccn1 (stereo not drawn),2%,-5%,-8%
CCOc1ccc(S(=O)(=O)N2CCN(c3ccccc3OC)CC2)c2cccnc12,-5%,1%,-1%
CC(C)c1ccc(NC(=O)C2CC(=O)N=C(N)S2)cc1 (stereo not drawn),-7%,12%,-8%
CCCCn1nc(C(=O)Nc2c(C)n(C)n(-c3ccccc3)c2=O)c2ccccc2c1=O,.,-13%,-3%
CC(C)c1noc(-c2ccccc2OCC(=O)Nc2cccc([N+](=O)[O-])c2)n1,.,0%,-2%
Cc1ccc(S(=O)(=O)Cc2cc(F)c([N+](=O)[O-])cc2[N+](=O)[O-])cc1,-21%,7%,-10%
CCN(CC)c1ccc(CNc2nc3ccccc3n2CCN2CCCCC2)cc1,-2%,-23%,-7%

# (cont.)
SMILES,N370S GC,FEN1 inhibitor,GCN5L2 inh
CCO/C=C/C(=O)N(C)CCC#N,-6%,7%,-2%
CCCC[C@H](CC)CN=C(N)NC(N)=NCCCCCCN=C(N)NC(N)=NC[C@@H](CC)CCCC,-11%[21.6 µM],.,1%[21.4 µM]
O=C(O)/C=C/c1cn(-c2ccccc2)nc1-c1ccc(-c2ccc([N+](=O)[O-])cc2)o1,11%,?,?
COCc1cc(C)nc2sc(C(=O)Nc3cccc(OC)c3)c(N)c12,-10%,-15%,-21%
Cc1ccc(-c2csc3nc(CSc4nnc(-c5ccc(Cl)cc5)n4C)[nH]c(=O)c23)cc1,0%,-12%,-7%
N#Cc1nc(COc2cccc(Cl)c2)oc1NCc1ccco1,2%,1%,-14%
CCN1CCN(S(=O)(=O)c2ccc3[nH]c(=O)oc3c2)CC1,-1%,-1%,-17%
O=C(CC1N=C2c3ccccc3N=C(SCc3ccc(Cl)cc3)N2C1=O)NC1CCCCC1 (stereo not drawn),.,-2%,-1%
CN(C(=O)CSc1nnc(Cc2ccccc2F)n1N)C1CCS(=O)(=O)C1 (stereo not drawn),.,1%,1%
Cc1ccc(S(=O)(=O)N2CCN(C(=O)NCc3ccc(F)cc3)CC2)c(C)c1,-1%,3%,0%
CC(=O)c1ccc(N2CCN(C(=O)[C@H](C)NC(=O)c3ccccc3Cl)CC2)cc1,1%,-2%,-4%
Cc1oc(-c2ccccc2F)nc1CN1CCC(C(=O)NC2CCCCCCC2)CC1,4%,13%,-5%
O=C(COC(=O)c1cccnc1Cl)c1ccc(Cl)cc1Cl,9%,1%,-12%
CCOc1ccc(C2C=C(c3ccc(F)cc3)Nc3ncnn32)cc1 (stereo not drawn),2%,-11%,?
CS(=O)(=O)N(CC(=O)NCC1CCCO1)c1cc(Cl)ccc1Cl (stereo not drawn),5%,-10%,-1%
Cc1ccccc1C(=O)N1CCC(C(=O)Nc2ccc(C(C)C)cc2)CC1,-8%,-5%,-1%
CC(C)c1cc(C(=O)N2CCCC(Nc3ccc(F)c(F)c3)C2)nc(N)n1 (stereo not drawn),-1%,-7%,-1%
CCOC(=O)c1c(-c2ccc(OC)cc2)csc1NC(=O)CCN1CCOCC1,25%,-23%,-3%
Cc1ccc(N=C2NC(=O)/C(=C/c3cccs3)S2)cc1C,10%,1%,-17%
COc1ccc(C(=O)COC(=O)CN2C(=O)C3CC=CCC3C2=O)c(OC)c1 (stereo not drawn),.,-3%,-11%
